GASC1 inh = inhibitors of human demethylase GASC-1 KDM4C. Q9H3R0. GST-KDM4C 2-372, H3K9me3 peptide, LANCE TR-FRET. inhibition, % at 12.5 µM. hit rate 0.15% among 96,000;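 active = mean replicate inhibition above about 25%, with at least 55% of replicates also reaching it, limit read from the data, passing the limit was not always enough; inconclusive = only one of those two conditions met; inactive = neither condition met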
Target sequence (Q9H3R0 2-372 limits assumed): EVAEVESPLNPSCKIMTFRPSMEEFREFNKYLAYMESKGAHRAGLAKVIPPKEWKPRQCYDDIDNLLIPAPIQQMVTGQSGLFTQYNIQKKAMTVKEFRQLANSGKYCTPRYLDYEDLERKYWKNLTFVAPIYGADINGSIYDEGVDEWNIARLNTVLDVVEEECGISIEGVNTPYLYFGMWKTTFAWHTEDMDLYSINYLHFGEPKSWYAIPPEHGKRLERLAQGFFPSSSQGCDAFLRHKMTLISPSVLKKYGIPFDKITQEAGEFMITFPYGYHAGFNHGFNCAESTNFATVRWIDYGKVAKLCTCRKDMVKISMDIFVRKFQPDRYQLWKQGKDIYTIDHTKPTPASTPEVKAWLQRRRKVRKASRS
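System: N-terminal GST-fused human GASC-1 (KDM4C) fragment, residues 2-372 / Amount: 10 nM GST-KDM4C in enzyme reaction / Also added: H3K9me3 peptide with Fe(II)/2OG / Times: 30 min demethylation and 1 h detection at room temperature / Signal: LANCE TR-FRET / Read-out basis: Fall in 671/618 emission ratio as inhibition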
C diff HTS = blocks growth of Clostridium difficile | Clostridium difficile clinical isolate growth, OD600, 24 h; active compounds read low | growth activity, negative = inhibition, % at 16 µg/mL (by protocol) | hit rate 0.25% among 86,000 | AID 1259249;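 active = mean growth activity at or below -80% and every replicate also at or below -80%; inconclusive = mean at or below -80% but some replicate above -80%; inactive = mean growth activity above -80%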;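 note: 0% = DMSO wells and -100% = levofloxacin 16 µg/mL wells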
Pf Dd2 inh = inhibitors of Plasmodium falciparum Dd2 growth; AID 1159554; activity change, % at 10 µM; P. falciparum Dd2 growth, SYBR Green, 72 h; active compounds read low; hit rate 2.3% among 94,000; in the data active = activity change below about -80%; inconclusive = no clear call, values can overlap the other calls
T cruzi growth = blocks T. cruzi growth in NIH3T3 culture | T. cruzi beta-gal in NIH3T3, GalScreen luminescence, 90 h | inhibition, % at 8.34 µM | hit rate 5.9% among 77,000 | AID 624255;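 active = mean inhibition above about 93%, with at least 55% of replicates each passing it, limit read from the data, passing the limit was not always enough; inconclusive = only one of those two conditions holds; inactive = neither condition holds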
* hit, by the source's call; ? = inconclusive; · = not tested or not shown; & = joins results of further samples.

Order of results – GASC1 inh	C diff HTS	Pf Dd2 inh	T cruzi growth
1: CNC(=O)C[C@H]1CC[C@@H]2[C@H](COc3ccc(NC(=O)Nc4ccccc4)cc3C(=O)N2C)O1
    1.8	-4.8	12.2	-11.5
2: C[C@H](O)C#Cc1ccc([C@H]2[C@H](CO)N3CCCCN(C(=O)c4ccc5c(c4)OCO5)C[C@@H]23)cc1
    -0.5	-0.7	5.4	13.2
3: C[C@H](CO)N1C[C@H](C)[C@@H](CN(C)Cc2ccc(C(=O)O)cc2)OCCCC[C@H](C)Oc2ccc(NC(=O)CCCN(C)C)cc2C1=O
    1.2	3.8	14.2	·
4: CCC(=O)Nc1ccc2c(c1)OC[C@H](C)N(CCc1ccccc1)C[C@@H](C)[C@@H](OC)CN(C)C2=O
    2.5	·	-43.6	39.8
5: C[C@@H]1CN([C@H](C)CO)C(=O)c2cc(NS(=O)(=O)c3cccs3)ccc2O[C@@H]1CN(C)S(=O)(=O)c1cccs1
    4.8	·	38.1	34.6
6: C[C@H](CO)N1C[C@H](C)[C@H](CN(C)C(=O)Nc2ccc(C(F)(F)F)cc2)Oc2ccc(NC(=O)Cc3ccccc3)cc2CC1=O
    0.4	-1.2	3.6	52.3
7: CO[C@@H]1CN(C)C(=O)c2cc(NC(=O)Nc3c(C)noc3C)ccc2OC[C@H](C)NC[C@@H]1C
    1.5	·	17.1	-4.7
8: CC(C)CC#Cc1ccc2c(c1)O[C@H](CN(C)Cc1cncnc1)[C@H](C)CN([C@@H](C)CO)S2(=O)=O
    -1.0	-7.0	-2.9	49.8
9: C[C@H]1CN([C@@H](C)CO)S(=O)(=O)c2ccc(C#CCN(C)C)cc2O[C@@H]1CN(C)Cc1ccncc1
    2.1	1.2	-27.1	97.4*
10: C[C@H](CO)N1C[C@H](C)[C@H](CN(C)S(C)(=O)=O)Oc2ncc(C#Cc3ccc(F)cc3)cc2C1=O
    -0.7	-4.9&-5.3	8.2&2.2	5.2&-7.0
11: Cc1ccccc1S(=O)(=O)N1[C@H](C#N)[C@H](c2ccccc2)[C@@H]1CO
    0.8	-10.4	18.1	-6.2
12: C[C@H](CO)N1C[C@H](C)[C@H](CN(C)CC2CCCCC2)Oc2ccc(NS(=O)(=O)c3cccs3)cc2CC1=O
    1.7	-4.0	31.8	19.8
13: CS(=O)(=O)Nc1ccc2c(c1)[C@@H]1C[C@@H](CC(=O)NCc3ccncc3)O[C@@H](CO)[C@@H]1O2
    0.4	1.0	22.3	-43.4
14: COc1ccc(NC(=O)N(C)C[C@H]2OCCCC[C@@H](C)Oc3ccc(NC(=O)NC4CCCCC4)cc3C(=O)N([C@H](C)CO)C[C@@H]2C)cc1
    -2.9	-6.9	-23.2	-61.7
15: COc1ccc(S(=O)(=O)Nc2cccc3c2O[C@@H](CN(C)C(=O)Nc2cccc4ccccc24)[C@@H](C)CN([C@H](C)CO)C3=O)cc1
    0.6	·	15.1	33.9
16: C[C@H](CO)N1C[C@H](C)[C@H](CN(C)CC2CC2)OCCCC[C@H](C)Oc2ccc(NS(=O)(=O)c3ccc(F)cc3)cc2C1=O
    5.0	0.9	-56.8	92.3
17: C[C@H]1CN([C@@H](C)CO)C(=O)CCCn2cc(nn2)CO[C@H]1CN(C)C(=O)CCC(F)(F)F
    -1.2	-3.4	22.9	64.6
18: C[C@@H]1CCCCO[C@@H](CN(C)C)[C@@H](C)CN([C@H](C)CO)C(=O)c2cc(NC(=O)CCC(F)(F)F)ccc2O1
    -1.5	-1.2	12.0	18.3
19: Cc1noc(C)c1NC(=O)Nc1ccc2c(c1)C(=O)N([C@H](C)CO)C[C@H](C)[C@@H](CN(C)Cc1ccc(C(=O)O)cc1)O2
    -0.5	·	-6.1	-5.7
20: Cc1ccc(S(=O)(=O)Nc2ccc3c(c2)CC(=O)N([C@@H](C)CO)C[C@@H](C)[C@H](CN(C)Cc2ccc(C(=O)Nc4ccccc4N)cc2)O3)cc1
    -6.8	5.4	-75.6	41.4
21: COc1ccccc1S(=O)(=O)N[C@H]1CC[C@H](CCNC(=O)C2CCOCC2)O[C@@H]1CO
    0.6	4.0	3.6	-77.9
22: C[C@H]1CN([C@@H](C)CO)C(=O)c2cc(NC(=O)Cc3ccccc3)ccc2O[C@@H]1CN(C)Cc1ccc2c(c1)OCO2
    1.3	-7.3	3.9	-20.2
23: C[C@@H]1CCCCO[C@H](CN(C)S(=O)(=O)c2ccccc2)[C@@H](C)CN([C@H](C)CO)C(=O)c2cc(N(C)C)ccc2O1
    -1.5	1.2	-29.7	93.8
24: C[C@@H]1CN([C@@H](C)CO)C(=O)c2ccccc2-c2ccccc2CO[C@H]1CN(C)Cc1cccc(C(=O)O)c1
    0.8	0.6	4.4	41.1
25: C[C@@H]1CCCCO[C@H](CN(C)C(=O)Nc2ccc(F)cc2)[C@@H](C)CN([C@H](C)CO)C(=O)c2cc(NC(=O)Nc3ccccc3)ccc2O1
    -0.6	7.9	33.0	5.2
26: CN1c2ccc(C#Cc3cccnc3)cc2[C@H]2[C@H](CCN2C(=O)C2CCCC2)[C@H]1CO
    -3.7	0.2	-88.8*	·
27: Cc1noc(C)c1S(=O)(=O)N(C)C[C@@H]1OCCCC[C@@H](C)Oc2ccc(NC(=O)c3ccccc3)cc2C(=O)N([C@@H](C)CO)C[C@H]1C
    -1.1	4.4	-30.7	23.3
28: CO[C@@H]1CN(C)C(=O)c2cc(C#N)ccc2OCC[C@@H]2CC[C@@H](OC)[C@@H](CN(C)C(=O)[C@H]1C)O2
    0.9	-6.4	·	24.4
29: C[C@@H]1CCCCO[C@@H](CN(C)S(=O)(=O)c2cccs2)[C@H](C)CN([C@H](C)CO)C(=O)c2cc(NC(=O)CCCN(C)C)ccc2O1
    0.3	2.6	-45.0	53.3
30: CO[C@H]1CN(C)C(=O)c2ccc(NC(=O)Nc3ccccc3Cl)cc2OC[C@H](C)NC[C@@H]1C
    -2.1	14.5	-48.5	·

Single records (already shown).
Listed for C[C@H](CO)N1C[C@H](C)[C@H](CN(C)S(C)(=O)=O)Oc2ncc(C#Cc3ccc(F)cc3)cc2C1=O → GASC1 inh: -0.7; C diff HTS: -4.9&-5.3; Pf Dd2 inh: 8.2&2.2; T cruzi growth: 5.2&-7.0
Listed for COc1ccccc1S(=O)(=O)N[C@H]1CC[C@H](CCNC(=O)C2CCOCC2)O[C@@H]1CO → GASC1 inh: 0.6; C diff HTS: 4.0; Pf Dd2 inh: 3.6; T cruzi growth: -77.9

Carrying on.
Order of results – GASC1 inh	C diff HTS	Pf Dd2 inh	T cruzi growth
31: C[C@H](CO)N1C[C@H](C)[C@H](CN(C)C(=O)Nc2ccc(C(F)(F)F)cc2)OCCCC[C@H](C)Oc2ccc(NC(=O)c3ccccc3)cc2C1=O
    -1.2	5.6	-82.5*	?
32: C[C@H]1CN([C@@H](C)CO)C(=O)c2cc(Br)cnc2O[C@@H]1CN(C)S(=O)(=O)c1cn(C)cn1
    -1.3	-4.4	11.5	6.0
33: CC(C)NC(=O)Nc1ccc2c(c1)C(=O)N([C@@H](C)CO)C[C@@H](C)[C@H](CN(C)Cc1ccc(C(F)(F)F)cc1)OCCCC[C@@H](C)O2
    0.4	3.3	·	·
34: CC(C)NC(=O)N(C)C[C@H]1Oc2ccc(NC(=O)NC3CCCCC3)cc2CC(=O)N([C@H](C)CO)C[C@H]1C
    -0.1	0.1	6.9	-26.9
35: CO[C@@H]1CN(C)C(=O)c2ccc(NS(=O)(=O)c3ccc(C)cc3)cc2OC[C@@H](C)N(Cc2nccs2)C[C@H]1C
    -0.5	·	-23.7	41.1
36: C[C@@H]1CCCCO[C@@H](CN(C)Cc2ccc(C(=O)O)cc2)[C@@H](C)CN([C@@H](C)CO)C(=O)c2cc(NC(=O)Nc3ccc(C(F)(F)F)cc3)ccc2O1
    0.1	0.9	9.1	14.7
37: COC(=O)C[C@H]1CC[C@H](NS(=O)(=O)c2ccccc2F)[C@@H](CO)O1
    -0.5	·	2.2	10.0
38: Cc1noc(C)c1NC(=O)Nc1ccc2c(c1)C(=O)N([C@H](C)CO)C[C@H](C)[C@H](CN(C)S(=O)(=O)c1ccccc1)OCCCC[C@H](C)O2
    -0.1	-0.1	-41.9	-0.5
39: CCCC#Cc1ccc([C@H]2[C@H](C#N)N(S(C)(=O)=O)[C@H]2CO)cc1
    7.2	1.7	-14.7	46.5
40: CNC[C@H]1Oc2cc(C#Cc3ccc(OC)cc3)ccc2S(=O)(=O)N([C@H](C)CO)C[C@@H]1C
    -1.0	1.8	-85.7*	109.3*
41: C[C@H]1CCCCO[C@H](CN(C)S(=O)(=O)c2cccs2)[C@@H](C)CN([C@@H](C)CO)C(=O)c2cc(NC(=O)Nc3ccc(F)cc3)ccc2O1
    -0.9	-8.7	-72.7	97.2*
42: O=C(C[C@@H]1C[C@H]2c3cc(NC(=O)c4ccc5c(c4)OCO5)ccc3O[C@H]2[C@H](CO)O1)NCC(F)(F)F
    -0.4	4.4	3.4	-4.4
43: CC(=O)N1CC2(C1)[C@H](c1ccc(-c3cccc(C#N)c3)cc1)[C@@H](CO)N2CCC(F)(F)F
    0.6	1.1	-26.6	·
44: C[C@@H]1CN([C@@H](C)CO)C(=O)c2cc(NS(=O)(=O)c3ccc(F)cc3)ccc2O[C@@H](C)CCCCO[C@@H]1CN(C)Cc1ccc(C(F)(F)F)cc1
    -1.1	36.3	-76.1	18.2
45: C[C@H]1CCCCO[C@@H](CN(C)Cc2ccccc2)[C@@H](C)CN([C@@H](C)CO)C(=O)c2cc(NC(=O)c3ccccc3)ccc2O1
    1.6	7.1	-75.1	62.3
46: CC(C)C#Cc1ccc([C@@H]2[C@@H](CO)N3C(=O)CN(S(=O)(=O)c4ccccc4)C[C@@H]23)cc1
    -0.1	-21.3	-40.2	·
47: O=C(C[C@H]1CC[C@@H]2[C@H](COC[C@@H](O)CN2S(=O)(=O)c2ccc(Cl)cc2)O1)NCCN1CCCC1
    -2.0	2.9	-17.0	-34.3
48: C/C=C/c1ccc([C@H]2[C@@H](CO)N3CCCCN(S(=O)(=O)c4ccc(F)cc4)C[C@@H]23)cc1
    -2.5	31.5	-27.9	90.4
49: C/C=C/c1ccccc1[C@H]1[C@@H](C#N)N(C(=O)CN2CCOCC2)[C@H]1CO
    1.8	-1.9	27.4	·
50: COCC(=O)N(C)C[C@@H]1Oc2cc(C#CCC(C)C)ccc2S(=O)(=O)N([C@H](C)CO)C[C@@H]1C
    -0.1	-11.7	20.9	47.1
51: C[C@@H]1CN([C@@H](C)CO)C(=O)CCCn2nncc2CO[C@H]1CN(C)Cc1ccc(Cl)c(Cl)c1
    -0.3	10.5	-21.5&-10.2	35.6&-3.9
52: CCNC(=O)C[C@@H]1CC[C@H]2[C@@H](COC[C@@H](O)CN2C(=O)Nc2c(C)noc2C)O1
    0.1	·	6.0	51.7
53: CC=Cc1ccc2n(c1=O)C[C@H]1[C@H](CO)[C@@H](C(=O)NCCc3ccccc3)N(CCC)[C@@H]21 (mixture of isomers)
    3.1	3.9	-9.3	60.2
54: C[C@H](CO)N1C[C@H](C)[C@@H](CN(C)C(=O)Nc2ccc(F)cc2)Oc2c(NC(=O)NC3CCCCC3)cccc2C1=O
    -0.8	-14.7	-5.2	-6.1
55: COCC(=O)N1C[C@@H](C)[C@@H](OC)CN(C)C(=O)c2cc(NC(=O)Nc3ccccc3)ccc2OC[C@@H]1C
    -1.1	·	-9.2	-17.9
56: C[C@@H]1CN([C@H](C)CO)C(=O)c2cccc(NC(=O)Nc3ccc(F)cc3)c2O[C@H]1CN(C)C(=O)Nc1ccc2c(c1)OCO2
    -2.2	1.6	35.7	3.8
57: COc1ccc(NC(=O)N(C)C[C@@H]2OCCCC[C@H](C)Oc3ccc(NS(=O)(=O)c4ccc(OC)cc4)cc3C(=O)N([C@H](C)CO)C[C@@H]2C)cc1
    -1.9	-0.9	-15.3	-71.0
58: CN1c2ccc(-c3ccccc3F)cc2[C@@H]2[C@@H](CCN2C(=O)NC2CCCC2)[C@@H]1CO
    -1.3	5.6	-3.3	62.1
59: Cc1noc(C)c1NC(=O)Nc1ccc2c(c1)C(=O)N([C@H](C)CO)C[C@@H](C)[C@H](CN(C)C(=O)Nc1c(C)noc1C)O2
    -1.8	-3.0	3.1	13.6
60: C[C@H]1CCCCO[C@@H](CN(C)C(=O)c2ccccc2)[C@@H](C)CN([C@@H](C)CO)C(=O)c2cc(NC(=O)Nc3ccc(C(F)(F)F)cc3)ccc2O1
    11.5	-16.1	-79.8	100.3
61: CCC(=O)N1C[C@H](O)COC[C@H]2O[C@H](CC(=O)NCc3cc(F)cc(F)c3)CC[C@@H]21
    -2.3	4.8&-2.4	-1.6	41.0
